# Bioassay records: PubChem, several laboratories
# CYP2C9 act – human CYP2C9 activators, primary screen, biochemical, luminescence; Cytochrome P450 2C9 (Homo sapiens), P11712; recombinant CYP2C9, luciferin-H conversion; active compounds read high; factor 1 = untreated enzyme, 0 = blocked; activation factor at 5 µM; actives 1.4% (n = 96,000); AID 1024, 2008;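 active means activation factor of 2 or more for CYP2C9 at a 5 µM dose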;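 further: 0 = sulfaphenazole-blocked wells and 1 = vehicle-only wells; values of inactives mirror those of a sister screen read the other way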
# CYP2C19 act – human CYP2C19 activators, primary screen, biochemical, luminescence; Cytochrome P450 2C19 (Homo sapiens), P33261; recombinant CYP2C19, luciferin-H EGE luminescence; active compounds read high; 0 = fully inhibited enzyme, 1 = untreated enzyme; activation factor at 5 µM; 96,000 tested, under 10 active; AID 1025, 2008;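 active means activation factor of at least 2 at 5 µM in the primary screen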;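 further: 0 = wells with 2.5 mM tranylcypromine and 1 = vehicle-only wells; values of inactives mirror those of a sister screen read the other way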
# CYP2C9 inhib – blockers of cytochrome P450 2C9 activity – biochemical, luminescence, ADME assay, primary screen; AID 777, 2007; P11712; CYP2C9 Supersomes, luciferin-H conversion; inhibition, % at 5 µM; actives 20% (n = 96,000);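 active means blocking of liver enzyme CYP2C9 beyond about 50% at 5 µM, limit read from the data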; further: values of inactives mirror those of a sister screen read the other way
# EphB4 ephrin blk – EphB4-ephrin-B2 interaction antagonists, primary screen, biochemical, TNYL-RAW peptide probe, fluorescence polarization. inhibition, % at 7 µM. actives 0.15% (n = 97,000). EphB4 LBD / TNYL-RAW-Alexa532 peptide;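 active means inhibition above the screen-wide mean inhibition plus 3 SD, cut at about 15% in these data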;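 further: 0% = DMSO wells and 100% = excess unlabeled TNYL-RAW peptide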
# Target sequence (P54760 whole entry, looked up, the tested form may be a part): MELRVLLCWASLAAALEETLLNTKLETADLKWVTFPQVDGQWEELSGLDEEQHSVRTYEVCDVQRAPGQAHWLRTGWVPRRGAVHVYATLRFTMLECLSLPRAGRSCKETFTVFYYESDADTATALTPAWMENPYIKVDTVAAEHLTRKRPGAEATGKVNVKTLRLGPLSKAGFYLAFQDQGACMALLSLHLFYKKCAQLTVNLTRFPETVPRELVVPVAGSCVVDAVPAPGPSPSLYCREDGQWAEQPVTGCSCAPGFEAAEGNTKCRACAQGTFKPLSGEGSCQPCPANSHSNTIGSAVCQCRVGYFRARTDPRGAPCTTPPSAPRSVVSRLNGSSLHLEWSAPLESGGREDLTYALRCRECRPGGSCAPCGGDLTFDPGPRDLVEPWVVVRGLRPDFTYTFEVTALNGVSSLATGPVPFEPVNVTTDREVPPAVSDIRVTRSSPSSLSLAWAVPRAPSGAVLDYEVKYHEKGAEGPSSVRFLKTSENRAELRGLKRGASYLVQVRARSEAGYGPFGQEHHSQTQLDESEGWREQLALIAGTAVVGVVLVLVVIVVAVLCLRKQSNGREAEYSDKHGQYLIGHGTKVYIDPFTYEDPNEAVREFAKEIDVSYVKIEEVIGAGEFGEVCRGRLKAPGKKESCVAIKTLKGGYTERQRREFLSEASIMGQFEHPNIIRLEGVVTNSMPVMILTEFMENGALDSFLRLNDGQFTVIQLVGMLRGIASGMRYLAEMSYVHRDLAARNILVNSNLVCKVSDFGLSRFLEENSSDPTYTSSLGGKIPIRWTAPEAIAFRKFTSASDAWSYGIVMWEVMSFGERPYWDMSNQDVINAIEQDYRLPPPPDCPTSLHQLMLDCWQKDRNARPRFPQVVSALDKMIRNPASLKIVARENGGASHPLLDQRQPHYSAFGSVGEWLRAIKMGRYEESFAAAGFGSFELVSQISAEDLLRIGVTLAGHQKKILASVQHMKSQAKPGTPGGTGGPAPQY
# CYP2C19 inh – blockers of cytochrome P450 2C19 activity – biochemical, luminescence, ADME assay, primary screen; P33261; CYP2C19 Supersomes, luciferin-H EGE luminescence, 30 min; inhibition, % at 5 µM; actives 21% (n = 96,000); AID 778, 2007;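 active means CYP2C19 inhibition above a set limit at 5 µM in the primary screen, cut at about 50% in these data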;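 further: plate controls were negative control wells for no effect and 2.5 mM tranylcypromine positive control for full effect; values of inactives mirror those of a sister screen read the other way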
# Pyk2 oligo antag – antagonists of Pyk2 self-association, primary screen, Q293 cells, FERM NanoBiT luminescence, HTS; active compounds read low; z-score (the deposit names both 25 µM and 10 µM); actives 0.83% (n = 99,000); AID 1347419, 2020;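 active means Z-score of -3 or lower, scaled per plate to the spread of control and sample wells; inactive means z-score above -3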;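 further: negative z-score means lost luminescence so less FERM oligomerization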
# PLAP act – PLAP enzyme activators, biochemical, luminescence, HTS; purified PLAP enzyme, luminescent substrate read-out; active compounds read high; actives 1.2% (n = 96,000); AID 696, 2007; activation fold at 20 µM; Alkaline phosphatase, placental type (Homo sapiens), P05187; in the data active means activation fold above about 2
# PostGolgi yeast – phenotypic screen on post-Golgi transport, primary screen; actives 0.9% (n = 98,000); post-Golgi transport phenotypic cell assay; inhibition, % at 10 µM; in the data active means inhibition above about 30%;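 further: yeast cells grown in 1536-well plates; yeast grown about 18 h at 30C before absorbance read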
# E coli WT exp – growth inhibitors of wild-type E. coli, primary screen, strain BW25113, expanded library, OD600 | OD600 absorbance | growth inhibition, % at 100 µM | actives 0.15% (n = 98,000);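 active means growth inhibition above about 50% at one test dose, limit read from the data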;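 further: growth measured after 20 h incubation at 37 °C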
# The depositor's hits bear a star; . = not tested or not shown.
SMILES,CYP2C9 act,CYP2C19 act,CYP2C9 inhib,EphB4 ephrin blk,CYP2C19 inh,Pyk2 oligo antag,PLAP act,PostGolgi yeast,E coli WT exp
COc1cccc(/C=N/n2c(N)c(S(=O)(=O)c3cccs3)c3nc4ccccc4nc32)c1OC,0.6,1.1,42,14,-8,-1.7,1.1,-6,3
CS(=O)(=O)N1CCN(c2ccccc2NC(=O)c2ccc(Cl)cc2)CC1,0.9,1,14,-2,4,-0.18,1.1,-1,-14
CC1CCc2nc3ccc(S(=O)(=O)N4CCC(C(=O)N5CCCCC5)CC4)cc3c(C(=O)O)c2C1 (stereo not drawn),1,1.1,0,-5,-6,.,1.3,5,-3
Cc1nnc(SCC(=O)Nc2ccc(Cl)cn2)n1Cc1ccccc1,0.9,0.8,5,10,18,-1.2,0.8,-2,-3
O=C(Nc1ccccc1)N(Cc1ccccc1)C1=NCCS1,0.4,0.9,56*,-3,12,0.65,1.4,10,-2
O=C(/C=C/C=C/c1ccccc1)CC1(O)C(=O)N(CCc2ccccc2)c2ccccc21 (stereo not drawn),0.6,0.6,42,0,44,-1.2,1,-5,-25
N#Cc1c(NC(=O)CSc2ncn[nH]2)sc2c1CCCC2,0.2,0.6,79*,-1,38,0.05,1.9,-4,-2
Cc1cccc(OC2(c3ccccc3)OC(=O)c3ccccc32)c1C (stereo not drawn),0.2,0.6,83*,-8,44,-0.81,0.7,-2,-4
O=C(NCCN1CCCC1)c1cc(-c2ccncc2)nc2ccc(S(=O)(=O)N3CCOCC3)cc12,0.7,0.6,32,.,40,0.53,1.3,15,7
CCOC(=O)c1c(NC(=O)OC)sc2c1CCC2,1.1,1,-9,4,1,0.19,0.8,-6,6
COc1ccc(Oc2nc(C)nc3c2oc2ccccc23)cc1,1,0.9,3,-7,9,0.34,1.2,2,-6
Cc1nc(NCC2CCCO2)nc2c1C(=O)CC(C)(C)C2 (stereo not drawn),0.8,0.7,20,2,27,0.81,1.4,0,5
Cc1nn(C(=O)c2ccco2)c(C)c1CN1C(=O)c2ccccc2C1=O,0,0.6,96*,8,42,-0.47,1,-9,-5
COc1ccc(NC(=O)OC(C)C)cc1,1,0.8,-4,3,16,0.47,1.1,6,9
O=C(NNS(=O)(=O)c1ccccc1)c1cnn(-c2ccccc2)c1-n1cccc1,0.5,0.8,47,6,24,-0.39,1.1,19,4
CCC(=O)Nc1nc2ccc3nc(C)sc3c2s1,1.2,0.9,-24,2,7,.,1,2,-1
O=C(CN1C(=O)CCS(=O)(=O)c2ccccc21)Nc1cccc(Cl)c1,.,.,.,0,.,-0.22,.,0,-1
O=C(O)c1cc2c(ccc3ccccc32)[nH]1,1.1,1.1,-8,-4,-10,1.6,0.8,3,1
Cn1c(=O)c2c(nc(SCCN3CCCCC3)n2Cc2ccc(Cl)cc2)n(C)c1=O,0.8,0.9,20,-5,8,0.52,1.5,8,-2
Cc1ccnc(N2CCC(C(=O)NNC(=O)c3ccccc3)CC2)n1,0.9,0.9,8,4,8,1.7,1.6,0,-4
COc1ccc(NC(=O)CSc2ncccc2C(=O)OC(C)C)cc1OC,0.2,0.1,77*,-3,92*,0.13,1.1,-3,4
O=S(=O)(CCCc1ccccc1)c1ncn[nH]1,0.6,0.6,40,-3,44,1.3,1,13,-2
Cc1nn(-c2ccccc2)c2sc(C(=O)NC3CC3)cc12,0.5,1,51*,8,-3,-0.62,1,3,-8
C=CCn1c(COc2ccc(Cl)cc2)nnc1SCc1ccc(C#N)cc1,0.6,0.6,39,0,39,-0.51,0.9,47*,-5
CSc1nc2ccccc2cc1/C=C(\C#N)c1cccc(Cl)c1,1.1,1.1,-9,5,-7,-2.3,1.1,4,-10
SMILES,CYP2C9 act,CYP2C19 act,CYP2C9 inhib,EphB4 ephrin blk,CYP2C19 inh,Pyk2 oligo antag,PLAP act,PostGolgi yeast,E coli WT exp
CC(Sc1nnc(-c2cccs2)n1Cc1ccccc1)C(=O)NCc1ccc2c(c1)OCO2 (stereo not drawn),0.2,0.5,85*,-1,48,-0.59,1.5,-5,-11
Cc1ccc(S(=O)(=O)Cc2csc(N)n2)cc1,1.1,0.7,-14,.,30,0.45,1,-1,9
COc1cc(C(=O)OCC(=O)N2CCCC2)cc(OC)c1OC,0.9,1,6,-5,0,-0.87,0.8,-7,0
CC(CCc1ccco1)NC(=O)CSc1cc(=O)n(C)c2ccccc12 (stereo not drawn),0.9,0.8,6,-7,19,-0.42,1.1,0,1
CCCCCc1nc(-c2nonc2N)no1,1.1,0.6,-5,2,39,-0.52,0.9,-3,11
CCn1c(SCC(N)=O)nnc1-c1ccc2[nH]c(C)c(C)c2c1,1.2,1,-23,0,-3,0.85,0.8,1,2
CCOc1ccc2nc(N3CCCN(C(=O)Nc4ccccc4C)CC3)c(C#N)cc2c1,0,0.1,98*,.,89*,-0.11,2*,-1,-14
Cc1cc2nc(C)n(CCCNC(=O)Nc3ccccc3)c2cc1C,0.6,0.8,45,-1,20,0.17,.,2,7
Cn1c(=N)n(CC(O)c2cccc3ccccc23)c2ccccc21 (stereo not drawn),1,0.8,3,3,22,1.4,1.1,-5,9
O=C(NCc1ccco1)C1c2ccccc2Oc2ccccc21,1,1.1,-2,-4,-6,1.5,1,-7,1
Cc1ccc(-c2noc(CCC(=O)NCCc3ccccc3Cl)n2)cc1,0.6,0.7,39,4,33,0.62,0.8,-4,-1
COC(=O)c1ccc(NS(=O)(=O)c2cccc3cccnc23)cc1,0.9,1.1,8,1,-5,-0.5,0.8,-1,-9
Cc1nnc2n1N=CC=C(c1ccccc1)S2,1.1,0.8,-6,-8,25,2.3,0.9,26,7
Cc1csc(SCC(=O)Nc2sc3c(c2C#N)CCC3)n1,0.3,0.9,69*,2,9,0.85,1.1,29,-10
CC(C)(C)c1ccc(C(=O)CSc2ncn[nH]2)cc1,1.2,0.8,-16,-4,23,0.11,1.5,4,6
c1csc(-c2nn3c(-c4ccncc4)nnc3s2)c1,0.7,0.6,32,.,36,.,0.8,.,.
CCCCNc1ncnc2c1cnn2-c1ccc(C)cc1C,0.7,0.7,29,.,26,.,1.2,-14,6
OCCNCC(O)Cn1ccc2ccccc21 (stereo not drawn),0.9,1,5,-1,3,0.89,1,3,5
Cc1ccc2nc(CSc3nnc(Cc4cccs4)n3C3CCCCC3)cc(=O)n2c1,0.5,0.3,52*,3,71*,0.87,1.8,-2,5
COc1cc(OC)cc(C(=O)Nc2cc(NC(=O)c3ccco3)ccc2OC)c1,0.7,0.8,33,-3,25,-0.81,1,12,1
COc1ccc(Oc2c(Cl)cnn(-c3ccccc3)c2=O)cc1,0.8,0.7,19,-4,30,0.98,0.7,-10,-2
Cc1cccc(OCC(=O)Nc2cccc3nsnc23)c1,1.1,0.9,-8,4,11,1.3,0.9,2,-14
Cc1cc(NC(=O)c2cc(-c3ccncc3)nc3c(C)cccc23)no1,0,0.1,97*,5,90*,-0.66,0.9,-24,0
CC(=O)N1CCN(CCN=CC2=C(O)CC(c3ccc(Cl)cc3)CC2=O)CC1 (stereo not drawn),0.9,0.9,15,-6,12,0.62,1.7,17,-4
COc1cccc(C2C(C(C)=O)=C(O)C(=O)N2CCc2c[nH]c3ccccc23)c1 (stereo not drawn),0.3,1,70*,7,-4,0.72,1.2,-7,3

# Whole records from above. Order of screens: CYP2C9 act	CYP2C19 act	CYP2C9 inhib	EphB4 ephrin blk	CYP2C19 inh	Pyk2 oligo antag	PLAP act	PostGolgi yeast	E coli WT exp
# CCCCCc1nc(-c2nonc2N)no1 in the list: 1.1	0.6	-5	2	39	-0.52	0.9	-3	11
# CC(Sc1nnc(-c2cccs2)n1Cc1ccccc1)C(=O)NCc1ccc2c(c1)OCO2 (stereo not drawn) in the list: 0.2	0.5	85*	-1	48	-0.59	1.5	-5	-11
# COc1ccc(Oc2c(Cl)cnn(-c3ccccc3)c2=O)cc1 in the list: 0.8	0.7	19	-4	30	0.98	0.7	-10	-2

# (next part)
SMILES,CYP2C9 act,CYP2C19 act,CYP2C9 inhib,EphB4 ephrin blk,CYP2C19 inh,Pyk2 oligo antag,PLAP act,PostGolgi yeast,E coli WT exp
Cn1c(NC(=O)c2ccco2)c(-c2ccccc2Cl)c(=O)c2ccccc21,1,1.1,-4,5,-6,0.4,0.7,-2,2
CC(C)CCNC(=O)[C@@H](NC(=O)c1c(F)cccc1F)C(C)C,0.8,0.7,18,-6,27,0.23,0.9,-5,7
COC(=O)C(C(=O)Nc1cc(C)on1)C1CCCCCC1 (stereo not drawn),0.5,0.4,52*,4,64*,0.93,1,2,1
COc1cccc(-c2nnc(SCC(=O)Nc3ccc(OC)c(OC)c3)n2N)c1,0.7,1,31,0,1,0.71,0.9,-1,-10
COCCn1nnnc1C(C(C)C)N(Cc1cccnc1)Cc1cc2cc(OC)ccc2[nH]c1=O (stereo not drawn),1.3,1.2,-29,-14,-15,0.4,1.4,5,8
COc1ccccc1N1CCN(C(=O)c2ccc(S(=O)(=O)N3CCCCC3)cc2)CC1,0.5,0.7,46,-7,28,0.84,1.3,-11,5
CCN(CC)S(=O)(=O)c1ccc(N2CCN(S(=O)(=O)c3ccccc3C#N)CC2)nc1,0.6,1,36,-2,3,-0.35,1.1,-8,-10
Cc1[nH]n(-c2ccc(Cl)cc2)c(=O)c1C=Nc1ccc(S(=O)(=O)N2CCOCC2)cc1,0.9,1,14,4,-2,0.01,0.8,5,-3
CCOC(=O)c1[nH]c2cc3c(cc2c1NC(=O)CN1CCCCC1C)OCO3 (stereo not drawn),0.5,0.5,49,0,49,.,1.3,7,8
C/C(=N\NS(=O)(=O)c1ccc(C)c([N+](=O)[O-])c1)c1cc2ccccc2o1,0.6,1,37,1,-4,1.6,1.1,-4,9
Cc1cc(C)c2c(N)c(C(=O)N3CCCCCC3)sc2n1,1.5,0.5,-45,0,51*,0.12,1.8,-2,1
CCOC(=O)c1[nH]c(C)c(C(=O)Nc2ccc(C)c(F)c2)c1C,1.1,1.1,-6,.,-12,-0.77,1,-5,-9
c1ccc(-c2nnc(SCc3nnc(-c4cccs4)o3)o2)cc1,0.7,0.7,31,-8,34,0.83,0.9,-6,0
Cc1cc(N2CCN(S(=O)(=O)c3ccc(C)c(C)c3)CC2)c2ccccc2n1,0.1,0,90*,1,96*,-0.9,2.1*,-1,14
O=C(Cn1nc(-c2ccccc2)ccc1=O)NCCN1CCN(c2cccc(Cl)c2)CC1,0.7,0.5,30,0,48,0.16,1.4,-1,4
COc1ccc(-c2cc(C(F)(F)F)nc(SCC(=O)Nc3cc(C)on3)n2)cc1,1.1,1.1,-10,-5,-6,0.92,1,3,-9
CN(C)c1nc2n(c(=O)n1)CCO2,1,1.1,3,18*,-6,1,0.9,0,-13
CC(NC(=O)Cc1cccs1)C(c1cccs1)N1CCN(c2ccccc2F)CC1 (stereo not drawn),0.5,0.6,54*,3,38,-0.25,0.9,6,-11
CCOC(=O)CCc1c(C)c2ccc(O)cc2oc1=O,1,0.7,-4,-1,26,-0.49,1,-2,-3
c1ccc(Oc2nc(NCc3ccco3)nc(NCc3ccco3)n2)cc1,1.1,0.9,-6,4,10,-0.82,1.2,4,-7
CC(C)CCNC(=O)NC(=O)COC(=O)C1=COCCO1,.,.,.,2,.,-0.55,.,13,8
COc1ccc2cc(CN(CC3COCCO3)S(=O)(=O)c3ccccc3)c(=O)[nH]c2c1 (stereo not drawn),0.2,1,85*,2,3,-1.1,1.1,7,-7
COC(=O)CN1C(=O)C(O)(CC(=O)c2cccc(Br)c2)c2ccccc21 (stereo not drawn),0.9,0.6,12,-1,41,.,1,3,3
O=C(Nc1ccc(F)cc1)c1ccccc1,1.1,0.9,-7,2,6,-0.61,1,7,3
